# SMARCA2 act = SMARCA2 (BRM) function activators, primary screen, cell-based, luminescence, high throughput | AID 652017, 2013 | actives 1% (n = 370,000) | MG213 cells, MMTV-luciferase reporter, dexamethasone, overnight | activation, % at 9.1 µM; in the data active = activation above about 7.8%;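 note: 0% = vehicle wells and 100% = reference activator wells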
# DAX1 inh-1 = DAX1 (NR0B1) inhibitors, primary screen, cell-based, HEK293, Gal4-DAX1, luciferase luminescence | Nuclear receptor subfamily 0 group B member 1 (Homo sapiens), P51843 | HEK293 Gal4-DAX1 luciferase reporter | inhibition, % at 6.75 µM | actives 0.99% (n = 340,000) | AID 504766, 2011;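 active = inhibition above the mean over all tested compounds plus 3 SD, cut at about 4.2% in these data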;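 note: 0% = DAX1-transfected cells with DMSO and 100% = empty-vector control cells with DMSO; inhibition shows as a rise in luminescence from relieved DAX1 repression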
# hgDAF12 agonist = H. glycines DAF-12 receptor agonists, primary screen, cell-based, luminescence, HEK293, GAL4 fusion, UAS-luciferase; AID 687014, 2013; activation, % at 6.8 µM; Nuclear hormone receptor DAF-12 (Heterodera glycines), GAL4 fusion; HEK293 GAL4-hgDAF12 UAS-luciferase reporter, agonist luminescence; normalized to butyrate control; actives 1.8% (n = 370,000);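 active = activation above a cutoff set at the mean of all screened compounds plus 3 SD, cut at about 10% in these data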;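 note: 0% = DMSO wells and 100% = sodium butyrate wells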
# sPLA2-III inh = human group III sPLA2 inhibitors, primary screen, biochemical, QFRET, BODIPY PC-A2 liposome substrate; QFRET BODIPY PC-A2 liposome hydrolysis, fluorescence; Group 3 secretory phospholipase A2 (Homo sapiens), Q9NZ20; actives 0.56% (n = 370,000); inhibition, % at 12.2 µM;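 active = inhibition above mean plus 3 SD of compounds lying within the high and low control bounds, cut at about 19% in these data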;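 note: 0% = median of test compound wells and 100% = no enzyme DMSO wells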
# GAA850 FXN act = FXN promoter activators, primary screen, cell-based, luciferase luminescence, HEK293 lucGAA850. HEK293 lucGAA850 FXN promoter luciferase reporter, 24 h; percent of 10 µM SAHA response. activation, % at 6 µM. actives 0.56% (n = 360,000). AID 540364, 2011;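 active = activation above the average of all compounds screened plus 3 SD, cutoff fixed separately per campaign, cut at about 7.5% in these data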;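 note: 0% = DMSO wells and 100% = 10 µM SAHA wells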
# DAX1 inh-2 = DAX1 (NR0B1) inhibitors on StAR promoter, primary screen, cell-based, luminescence, SF-1 (NR5A1), full-length DAX-1. HEK293T StAR-luciferase reporter, SF-1/DAX-1 repression relief. AID 652010, 2013. actives 1.1% (n = 370,000). inhibition, % at 6.8 µM;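 active = inhibition above the mean over all tested compounds plus 3 SD, cut at about 3.6% in these data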;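 note: 0% = DAX-1 cells with DMSO and 100% = cells lacking DAX-1 with DMSO; higher inhibition means more luminescence from relief of DAX-1 repression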
# hcDAF-12 act = H. contortus DAF-12 nuclear receptor activators, primary screen, cell-based, luminescence, HEK293, lit1-tk-luc reporter; activation, % at 6.8 µM; HEK293 hcDAF-12 lit1-tk-luc reporter; 0% DMSO, 100% Δ7-dafachronic acid; actives 1.4% (n = 370,000); AID 652067, 2013;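 active = activation above the mean of all tested compounds plus 3 SD, cut at about 5.5% in these data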;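 note: 100% = response to 3 µM Δ7-dafachronic acid high control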
# GC-B act = human GC-B receptor activators, primary screen, HEK293 GC-B cells, cGMP TR-FRET, EC30 CNP; activation, % at 10 µM; 0% at EC30 CNP, 100% saturating CNP; Atrial natriuretic peptide receptor 2 (Homo sapiens), P20594; actives 0.11% (n = 370,000); AID 1920062, 2024;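 active = activation at 10 µM reaching about 35% in either raw or pattern-adjusted values, limit read from the data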
# Target sequence (P20594 whole entry, looked up): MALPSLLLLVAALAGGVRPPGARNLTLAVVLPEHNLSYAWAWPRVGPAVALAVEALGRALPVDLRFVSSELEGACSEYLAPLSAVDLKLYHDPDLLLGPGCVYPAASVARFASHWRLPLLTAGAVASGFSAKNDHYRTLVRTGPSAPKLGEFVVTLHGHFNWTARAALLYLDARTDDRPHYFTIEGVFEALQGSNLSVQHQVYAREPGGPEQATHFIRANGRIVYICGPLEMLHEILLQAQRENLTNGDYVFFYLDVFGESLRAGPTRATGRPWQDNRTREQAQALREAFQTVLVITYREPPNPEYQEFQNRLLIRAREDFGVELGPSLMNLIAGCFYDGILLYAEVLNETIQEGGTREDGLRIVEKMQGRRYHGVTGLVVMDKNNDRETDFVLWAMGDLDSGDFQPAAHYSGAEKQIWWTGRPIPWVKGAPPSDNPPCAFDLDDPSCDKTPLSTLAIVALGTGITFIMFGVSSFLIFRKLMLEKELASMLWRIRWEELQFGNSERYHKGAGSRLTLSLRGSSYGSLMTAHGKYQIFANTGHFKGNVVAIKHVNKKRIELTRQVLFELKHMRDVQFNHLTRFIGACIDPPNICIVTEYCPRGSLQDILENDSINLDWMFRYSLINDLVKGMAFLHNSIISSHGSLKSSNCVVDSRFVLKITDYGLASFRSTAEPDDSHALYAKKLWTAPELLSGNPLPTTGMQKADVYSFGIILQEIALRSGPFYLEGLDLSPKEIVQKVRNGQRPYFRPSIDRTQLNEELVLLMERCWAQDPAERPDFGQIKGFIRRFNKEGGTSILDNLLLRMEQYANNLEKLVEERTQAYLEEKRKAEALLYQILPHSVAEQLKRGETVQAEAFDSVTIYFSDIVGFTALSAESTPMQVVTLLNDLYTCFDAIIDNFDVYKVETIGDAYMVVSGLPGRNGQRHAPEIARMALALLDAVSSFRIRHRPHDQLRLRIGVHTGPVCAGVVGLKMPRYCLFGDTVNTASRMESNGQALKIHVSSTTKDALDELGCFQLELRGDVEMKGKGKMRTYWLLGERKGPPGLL
# KLK7 zymogen act = proKLK7 zymogen activators, primary screen, biochemical, fluorescence intensity; Kallikrein-7 (Homo sapiens), P49862; activation, % at 7 µM; purified proKLK7, EDANS-DABCYL substrate fluorescence; 100% is mature enzyme control, 0% vehicle; actives 0.9% (n = 370,000);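 active = activation above the mean of all tested compounds plus 3 SD, computed per campaign excluding outliers beyond control limits, cut at about 13% in these data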
# ssDAF-12 act = S. stercoralis DAF-12 nuclear receptor activators, primary screen, cell-based, luminescence, HEK293, GRIP1 co-expression, lit1-tk-luc | AID 652126, 2013 | actives 1% (n = 370,000) | activation, % at 6.8 µM | HEK293 ssDAF-12/GRIP1 lit1-tk-luc reporter; % of 3 µM dafachronic acid response;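 active = activation above the mean over all tested compounds plus 3 SD, cut at about 0.9% in these data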;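 note: 0% = DMSO-only wells and 100% = 3 µM delta7-dafachronic acid wells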
# GC-A act = GC-A stimulated cGMP production enhancers – HEK293 GC-A cells, cGMP TR-FRET, EC30 ANP, primary screen. activation, % at 10 µM. Atrial natriuretic peptide receptor 1 (Homo sapiens), P16066. 0% at EC30 ANP, 100% saturating ANP. actives 0.14% (n = 370,000). AID 1671463, 2021; in the data active = activation above about 40%
# Starred values were filed as active, the others as inactive; . = not tested or not shown. Outcome played no part in choosing rows; any-hit rate near 6.7%.
SMILES,SMARCA2 act,DAX1 inh-1,hgDAF12 agonist,sPLA2-III inh,GAA850 FXN act,DAX1 inh-2,hcDAF-12 act,GC-B act,KLK7 zymogen act,ssDAF-12 act,GC-A act
CCCCN([C@H](CO)C(C)C)S(=O)(=O)c1ccccc1Br,-1,-0.7,-1.8,-8,-1.8,0.0,0.3,-6,0.4,-1.0,-2
Cc1ccc(NC(=O)CCNS(=O)(=O)c2ccc3[nH]c(=O)oc3c2)cc1F,-3,0.0,2.2,-8,-0.5,0.1,-0.5,0,0.0,0.1,9
CCC(=O)Nc1ccc2oc(-c3cccc(C)c3)nc2c1,0,-2.7,15*,-12,1.2,4.2*,6.9*,-5,8.1,0.5,4
O=S(=O)(/N=C(/Sc1ccccc1)c1ccccc1)c1ccccc1,-2,0.5,0.7,0,-1.3,0.3,-0.9,5,0.0,-0.3,10
Cc1onc(-c2c(Cl)cccc2Cl)c1COC(=O)c1ccc(Cl)cc1[N+](=O)[O-],-5,-0.2,-2.1,9,1.3,0.1,-1.8,-2,0.1,0.0,1
CCN(CC)C(=O)N1CCN(C(=O)N(CC)CC)CC1,-1,0.8,0.7,7,3.1,0.1,2.3,-1,0.3,-1.5,1
CCn1cc(/C=C(\NC(=O)c2cc(OC)c(OC)c(OC)c2)C(=O)NCCCN2CCOCC2)c2ccccc21,-2,0.4,-0.9,-4,1.3,0.3,-0.7,6,-0.2,-0.4,3
Cn1c(=O)c2c(nc(N3CCNCC3)n2Cc2ccccc2Cl)n(C)c1=O,-4,0.1,-3.0,1,0.4,-0.9,-2.3,5,0.2,-1.1,1
CC1(C)CC(C)(c2ccc(O)cc2O)N(c2cccc(Cl)c2)C(=S)N1 (stereo not given),-1,1.1,0.1,8,-10,-0.3,-0.5,-4,-0.4,-1.0,-5
COC(=O)c1cc(-c2cccc([N+](=O)[O-])c2)c2c(=O)n(C)c(=O)n(C)c2n1,-1,-0.1,-0.5,2,1.2,-0.1,-1.5,1,0.0,-1.2,17
O=C(CN1C(=O)NC2(CCCCCCC2)C1=O)Nc1ccc(OC(F)F)cc1,-3,-0.2,-0.1,-4,0.7,-3.1,1.3,0,0.1,-1.6,1
CCN(Cc1ccc2c(c1)OCCO2)C(=O)CN1C(=O)NC2(CCc3ccccc32)C1=O (stereo not given),0,0.7,-0.6,4,-5.3,-0.9,0.0,1,0.2,-0.9,6
NC(=O)c1nsc(C(=O)N(c2ccccc2)C(C(=O)NCc2ccc(F)cc2)c2ccc(O)cc2)c1N (stereo not given),-2,-2.1,-7.0,-44,-5.8,-0.9,0.4,-17,-3.4,-1.2,-37
O=C(NCCC(=O)N1CCCCCCC1)c1ccc(Cl)cc1,-1,0.2,1.8,7,-1.6,0.4,-1.4,-1,0.6,-1.0,0
O=C(NCC1CCCO1)C1CCC(N2C(=O)c3ccccc3C2=O)CC1 (stereo not given),-1,-1.3,-3.7,0,3.7,0.1,-0.4,-3,0.7,-1.2,-3
COC(=O)c1ccc(CS(=O)(=O)c2ccc(C)cc2)cc1,3,1.6,1.0,1,0.9,0.3,0.4,2,-0.2,-2.0,4
Cc1ccc2c(c1)CCCN2C(=O)c1cc(C)on1,-2,-0.8,1.7,1,-0.5,-0.7,0.7,0,0.3,-0.3,2
COC(=O)C[C@@H]1CC[C@H]2[C@@H](COc3ccc(NC(=O)c4ccc(Cl)cc4)cc3C(=O)N2C)O1,-6,.,-1.4,16,.,-1.0,-2.9,16,0.2,-0.6,4
O=C(c1cc(-c2cccc(Br)c2)nc2ccccc12)N1CCCC1,0,-0.1,1.0,-11,2.6,-2.0,-3.9,15,-0.1,-1.2,12
CCn1ccnc1[C@@H]1C[C@H]2CN(c3ccccc3OC)C(=O)[C@]23CCCN13,-3,-0.8,-2.0,-3,-1.4,0.3,-0.4,6,0.0,0.2,3
O=C(O)/C(=C\c1ccc(F)cc1)c1ccc(-c2ccccc2)cc1,-5,-0.8,1.6,-26,0.2,-0.1,0.6,-4,0.0,0.4,-2
CC(=O)c1cccc(N=c2scc(-c3ccc(S(=O)(=O)N4CCOCC4)cc3)n2CCO)c1,-7,-3.5,-7.8,-13,-7.9,-2.9,-5.4,4,0.9,-2.7,5
CCC(=O)Nc1ccc(Cl)c(NC(=S)NC(C)=O)c1,3,1.0,-1.3,8,-0.9,0.6,0.7,9,0.1,-0.3,0
COc1ccc(N=C2SCC(=O)N2C)cc1,-1,1.1,-0.8,4,2.2,0.2,-1.3,-2,-0.5,-1.5,1
Cc1c(N)ccc(-n2nc3ccccc3n2)c1C,-4,.,3.9,10,1.5,0.5,0.1,-5,-0.3,-0.9,-3

# More compounds
SMILES,SMARCA2 act,DAX1 inh-1,hgDAF12 agonist,sPLA2-III inh,GAA850 FXN act,DAX1 inh-2,hcDAF-12 act,GC-B act,KLK7 zymogen act,ssDAF-12 act,GC-A act
O=C(COc1ccc(Cl)cc1Cl)N1CCCC1,0,1.1,-0.6,0,1.6,-0.3,0.0,0,-0.3,-1.1,0
COc1cc(OC)cc(-c2c(Sc3ccccc3)c3cc(-c4ccc(OC)c(OC)c4)ccc3n2C)c1,-3,.,3.2,7,.,-1.2,-1.2,0,-0.5,-0.4,2
Cc1cccc(C(C)Nc2ccc([N+](=O)[O-])cn2)c1 (stereo not given),-3,-0.4,2.8,-11,1.3,-1.3,-1.3,-9,0.7,-0.9,-4
O=C(NCCF)[C@H]1C[C@@H]1[C@H](NP(=O)(c1ccccc1)c1ccccc1)c1ccccc1,1,0.0,-1.5,0,-1.9,-0.1,1.5,-18,-0.1,-1.3,-10
Cc1ccc(N2C(=O)CS(=O)(=O)CC2=O)cc1,-1,.,-3.0,-10,1.4,0.5,-0.8,0,0.2,-1.0,-1
COc1ccccc1NS(=O)(=O)c1ccc(NC(=O)N2CCCCC2)cc1,-4,-0.8,-5.9,-6,1.9,-1.5,-3.5,1,0.0,-1.1,-4
CC1CC1c1ccc(/C=C(\C#N)C(=O)Nc2ccccc2Cl)o1 (stereo not given),3,1.3,7.9,-6,4.8,1.0,2.0,-6,-1.4,0.3,2
Cc1ccccc1N(C(=O)CNC(=O)c1ccco1)C(C(=O)NC1CCCCC1)c1ccncc1 (stereo not given),1,3.1,-2.3,9,4.4,0.0,1.0,-6,0.0,-0.9,-6
COC(=O)c1ccc(NC(=O)CN2CCN(c3cccc(Cl)c3)CC2)cc1,-3,0.1,1.6,-8,0.5,0.4,-1.3,2,0.0,-1.3,1
CCOC(=O)C[C@@H]1OC[C@H](Cc2ccccc2)N1S(=O)(=O)c1ccc(C)cc1,-4,.,-1.4,6,.,-2.2,-1.9,1,-0.5,-1.1,-5
COc1ccc2c(c1)CN1CN(CCc3ccccc3)S(=O)(=O)CC21 (stereo not given),6,.,0.9,1,.,-0.8,-2.1,2,-0.3,0.0,1
COc1ccc(C(=O)Nc2nc(-c3ccccn3)cs2)cc1S(=O)(=O)N1CCOCC1,-4,1.5,-4.2,1,-3.5,-4.7,-2.0,0,-0.7,-0.2,1
CCCCOc1ccc(NC(=O)C(=O)NCCCn2ccnc2)cc1,-4,-0.5,1.5,-14,0.6,0.0,-0.2,3,-0.2,-0.2,3
CCOC(=O)C1(c2nc(N)cs2)COC(=O)C1 (stereo not given),-1,-0.9,-1.2,-2,-2.2,-0.2,1.0,3,-0.4,-1.8,3
CC(C)COc1cccc(C(=O)NC(=S)Nc2cccc(NC(=O)c3ccccc3Cl)c2)c1,-2,0.9,-0.3,10,3.2,0.4,1.5,-2,-0.4,-0.8,2
CCCCn1c(C)cc(/C=C(\C#N)C(=O)O)c1C,5,-0.5,0.1,-6,2.6,0.4,-2.0,3,0.2,-1.3,-5
CCc1nn(C(C)C(=O)NCCc2ccc(OC)c(OC)c2)c(=O)c2cc3occc3n12 (stereo not given),0,-0.1,0.8,-3,5.2,-0.1,-1.1,0,0.4,-1.2,0
O=C(c1cc(S(=O)(=O)N2CCOCC2)c(Cl)cc1Cl)N1CCCCC1,1,-0.3,-1.0,-4,1.9,-0.9,0.1,4,0.6,-1.1,-1
Cc1cc(C)nc(N2CCC(C(=O)NCc3cccs3)CC2)n1,-1,-0.1,3.4,5,2.5,0.5,-1.1,1,-0.1,-0.8,0
COc1cc(N=Nc2cccc(S(N)(=O)=O)c2)c2ccccc2c1N,3,2.9,-1.9,-20,-0.7,-0.2,9.2*,-1,0.0,0.3,-33
CC1Cc2cc(S(=O)(=O)N3CCN(c4ccccc4F)CC3)ccc2N1C(=O)C1CC1 (stereo not given),-3,1.6,0.1,1,-0.3,0.5,-0.2,4,0.0,-1.2,4
CCOc1ccc(C(=O)CCC(=O)Nc2ccncc2)cc1,-1,-1.2,-0.7,-5,0.9,-0.5,-1.5,-6,-0.2,-1.6,0
COc1cc(C(=O)NCC(=O)NNC(=O)CN(C)S(=O)(=O)c2ccc(Cl)cc2)cc(OC)c1OC,-1,-0.3,2.5,-6,0.7,0.5,-1.8,0,-0.1,-0.6,2
CSc1n[nH]c(/N=C/c2oc(O)c3ccccc23)n1,-2,1.8,-0.7,0,0.5,-0.3,-1.0,1,-1.1,-1.6,-8
O=C(Nc1ccc(Cc2ccc(NC(=O)C3CC3)cc2)cc1)C1CC1,-2,-4.4,1.5,-8,-6.9,-1.1,-1.3,-4,0.1,-1.0,-5
O=C(Nc1cc(C(F)(F)F)cc(C(F)(F)F)c1)Nc1cnn(-c2ccc([N+](=O)[O-])cc2)c1C(F)(F)F,-1,-0.1,-1.2,-2,2.1,0.7,-1.3,-8,0.6,-1.2,9
COC(=O)c1ccc(CN(C(=O)N2CCN(C)CC2)S(=O)(=O)c2ccc(C)cc2)cc1,3,-0.1,1.1,-1,1.0,-0.4,0.5,-2,0.3,-0.9,4

# Record cards (already shown). Order of values: SMARCA2 act	DAX1 inh-1	hgDAF12 agonist	sPLA2-III inh	GAA850 FXN act	DAX1 inh-2	hcDAF-12 act	GC-B act	KLK7 zymogen act	ssDAF-12 act	GC-A act
# Cc1ccccc1N(C(=O)CNC(=O)c1ccco1)C(C(=O)NC1CCCCC1)c1ccncc1 (stereo not given) reads 1	3.1	-2.3	9	4.4	0.0	1.0	-6	0.0	-0.9	-6
# CC(C)COc1cccc(C(=O)NC(=S)Nc2cccc(NC(=O)c3ccccc3Cl)c2)c1 reads -2	0.9	-0.3	10	3.2	0.4	1.5	-2	-0.4	-0.8	2
